# Screening results as filed in PubChem.
# OXTR agonist – human OXTR agonism | P30559 | CHO-OTR cells, Fluo-8 calcium fluorescence; normalized: DMSO 0%, oxytocin 100% | activation, % at 3 µM | AID 2435 | 320,000 tested, 0.32% active;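 active = activation above the mean of all tested compounds plus 3 SD, cutoff set per screening run, cut at about 20% in these data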;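 also: peak over basal fluorescence ratio from a 100 s FLIPR kinetic read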
# PHOSPHO1 inh – blocks human PHOSPHO1 phosphatase activity | Q8TCT1 | recombinant PHOSPHO1, absorbance phosphatase assay | inhibition, % at 13.3 µM | 290,000 tested, 1.1% active | AID 1565; in the data active = inhibition above about 60%
# V1R ag counter – counter-screen for oxytocin receptor agonists: human V1a receptor agonists. CHO-V1R cells, Fluo-8 calcium fluorescence, agonist mode; 0% DMSO, 100% 3 nM vasopressin. activation, % at 3 µM. 320,000 tested, 0.25% active;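 active = activation above the mean activation of all tested compounds plus 3 SD, per screening run, cut at about 20% in these data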;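 also: signal is peak over basal fluorescence ratio across a 100 second FLIPR read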
# GPR7 antagonist – antagonists of human GPR7 (neuropeptides B/W receptor 1). GPR7-expressing cells, fluorescence antagonist assay. inhibition, % at 4.4 µM. P48145. 290,000 tested, 1.1% active; in the data active = inhibition above about 16%, passing the limit was not always enough;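 also: cells stimulated with the agonist NPW; 0% = agonist with vehicle and 100% = vehicle without agonist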
# MEKK2 mut-MEK5 – signal of MEK5 binding to mutant human MEKK2 PB1 domain; 290,000 tested, 0.35% active; percent response, % at 10 µM; bead flow cytometry, Alexa488-MEK5 binding to MEKK2 mutant; AID 1530; in the data active = percent response above about 24%, passing the limit was not always enough; also: inactives centre near 1; some results filed as inactive read as strong as hits; reference of the scale not given here
# GalR3 antagonist – blocks the human galanin receptor 3; O60755; HEK293 GalR3-CNG cAMP membrane potential fluorescence; galR3 body fused to GalR1 C-terminus; inhibition, % at 3 µM; 360,000 tested, 0.44% active; AID 651719;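 active = inhibition above the screen-wide average plus 3 SD, cut at about 13% in these data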;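 also: forskolin and galanin both at EC90 stimulate the cells; cAMP rise reported by CNG channel membrane potential dye signal; 0% = forskolin plus galanin with DMSO and 100% = forskolin alone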
# Target sequence (O60755 1-299 limits assumed): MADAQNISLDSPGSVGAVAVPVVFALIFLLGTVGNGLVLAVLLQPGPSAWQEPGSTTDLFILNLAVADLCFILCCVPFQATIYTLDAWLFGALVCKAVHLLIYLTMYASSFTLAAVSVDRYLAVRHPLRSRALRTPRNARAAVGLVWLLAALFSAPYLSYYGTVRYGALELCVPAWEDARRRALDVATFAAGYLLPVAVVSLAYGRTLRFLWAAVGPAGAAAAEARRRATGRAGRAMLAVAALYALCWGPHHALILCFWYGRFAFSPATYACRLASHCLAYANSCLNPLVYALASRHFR
# MEKK2wt PB1 HTS – raises or lowers MEK5 binding to wildtype human MEKK2 PB1 domain; 290,000 tested, 1.1% active; AID 1531; Q9Y2U5; bead flow cytometry, Alexa488-MEK5 binding to MEKK2 WT; actives lie on both sides; binding response (% of control), % at 10 µM; in the data active = binding response below about 67% or above about 130%
# MEKK3 PB1 HTS – modulators (inhibitors or enhancers) of MEK5 binding to human MEKK3 PB1 domain | 290,000 tested, 1.4% active | AID 1529 | bead-based flow cytometry, Alexa488-MEK5 binding to MEKK3; actives lie on both sides; 0 = blocked by unlabeled MEK5, 100 = vehicle | binding response (% of control), % at 10 µM | Q99759;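 active = binding response more than 3 SD above or below the average of its plate-row segment, actives on both sides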;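 also: Alexa488 bead fluorescence after subtracting the streptavidin-only scavenger bead signal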
# Target sequence (Q99759 whole entry, looked up, the tested form may be a part): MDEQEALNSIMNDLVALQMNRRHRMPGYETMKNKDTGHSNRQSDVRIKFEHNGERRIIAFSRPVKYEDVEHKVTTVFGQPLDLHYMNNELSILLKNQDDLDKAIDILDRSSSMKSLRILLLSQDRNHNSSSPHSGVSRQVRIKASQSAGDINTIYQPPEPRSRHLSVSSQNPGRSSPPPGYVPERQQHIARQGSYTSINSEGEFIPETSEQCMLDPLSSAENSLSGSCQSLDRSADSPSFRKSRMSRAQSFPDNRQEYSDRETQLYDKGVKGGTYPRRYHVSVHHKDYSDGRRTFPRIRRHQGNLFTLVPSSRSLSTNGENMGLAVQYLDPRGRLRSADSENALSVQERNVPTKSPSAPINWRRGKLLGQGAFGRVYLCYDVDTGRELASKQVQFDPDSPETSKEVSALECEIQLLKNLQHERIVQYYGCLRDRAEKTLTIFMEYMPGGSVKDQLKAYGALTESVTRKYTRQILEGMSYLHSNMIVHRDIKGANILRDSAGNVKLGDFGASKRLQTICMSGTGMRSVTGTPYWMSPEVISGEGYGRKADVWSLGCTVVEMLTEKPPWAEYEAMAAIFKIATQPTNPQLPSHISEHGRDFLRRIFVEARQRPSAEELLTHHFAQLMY
# NALP1 yeast inh – inhibitors of NALP1 inflammasome in yeast. S. cerevisiae NALP1/ASC/caspase-1 growth, X-gal OD620, 72 h. inhibition, % at 10 µM. 280,000 tested, 0.61% active; in the data active = inhibition mostly above about 24%, no sharp cut-off; inactive = mostly below about 32%; also: some compounds called inactive have numbers as strong as hits
# Starred values were filed as active, the others as inactive; nt = no result given. Compounds were not picked by outcome; 5.4% or so of the library scored in one or more.
SMILES,OXTR agonist,PHOSPHO1 inh,V1R ag counter,GPR7 antagonist,MEKK2 mut-MEK5,GalR3 antagonist,MEKK2wt PB1 HTS,MEKK3 PB1 HTS,NALP1 yeast inh
O=C(c1ccc(Br)o1)N1CCN(Cc2ccccc2Cl)CC1,0.3,-11,0.2,2,0,-5,100,99,5
CCOc1ccc(NC(=S)Nc2ccc(C)c([N+](=O)[O-])c2)cc1,5.9,8,2.1,-2,0,-3,102,102,-7
CCCCCCCNC1=CC(=O)CC(c2ccccc2)C1 (configuration not stated),-2.5,-4,0.4,6,1,-6,111,93,9
COCCN(CCOC)C(=O)Nc1ccc(Cl)cc1,0.2,21,0.1,-8,-2,-5,96,92,14
CCN(CC(=O)Nc1ccc2c(c1)OCCO2)C(=O)/C=C/c1ccc(F)cc1,-1.6,52,-0.8,6,-3,13*,104,103,-6
O=C(O)c1sc2ncccc2c1OCc1ccccc1,0.1,34,0.1,2,5,-3,102,102,-7
COC(=O)CC1COc2ccccc2N1C(=O)c1ccc(Br)cc1 (configuration not stated),-2.7,33,-1.6,2,-48,-3,103,93,2
C=CCn1c(O)c(N=O)c2ccccc21,-0.2,16,0.8,-3,14,-6,100,107,-6
O=C(CN1CCN(Cc2ccccc2Cl)C1=O)NC1CCCCCCC1,-0.2,0,2.9,1,4,-4,99,99,14
Cn1c(C(=O)N2CCOCC2)cnc1Sc1ncc(C(F)(F)F)cc1Cl,-0.4,-3,0.9,-10,0,3,99,100,13
CCCn1c(CCC(=O)O)ccc1-c1ccc(OC)cc1,-0.5,-36,-0.9,29,-10,-8,83,82,-20
COc1ccc(S(=O)(=O)N(CC(=O)N2CCN(c3ccccc3OC)CC2)c2ccccc2)cc1,1.1,14,-0.1,-12,5,nt,107,97,19
N#CCCn1c2ccccc2c2nc3ccccc3nc21,-1.2,21,-0.1,-16,4,-1,102,100,9
CCOC(=O)c1sc2nc(CSc3nc4ccccc4n3CC)[nH]c(=O)c2c1C,0.7,15,1.5,19,1,1,102,100,12
CCCCCOC(=O)C1=C(C)NC(=O)NC1c1ccc(OC)cc1 (configuration not stated),-2.3,-2,0.0,-11,6,-4,101,99,12
CCCCSc1nc(C)cc(SCC(=O)N/N=C/c2cccc(OC)c2O)n1,6.6,12,7.1,-13,nt,1,nt,nt,-10
CCCCCC(=O)C(=O)c1ccc(O)cc1O,2.1,16,1.5,-1,3,-11,111,113,30
CCc1nc(Nc2cc(OC)ccc2OC)c2oc3ccccc3c2n1,-1.1,39,-0.8,-13,5,-2,109,105,15
COc1ccc(CNC(=O)C2(CC3CC(c4ccccc4)=NO3)CCN(C(=O)C3(C)CC3)CC2)cc1 (configuration not stated),1.3,nt,-0.4,nt,0,1,99,96,nt
C=CCn1c(SCC(=O)Nc2ccc(O)cc2)nc2sc(CC)cc2c1=O,9.9,27,7.3,-2,-3,0,100,102,-4
COC(=O)C1=C(C)NC(C)=C(C(=O)OC)C1c1ccc(N(C)C)cc1,-1.1,-21,-0.6,0,-2,0,98,99,-1
CC(C)c1ccc(NC(=O)C(=O)C2C(=O)Nc3ccccc32)cc1 (configuration not stated),-0.4,16,-0.5,-7,-1,-6,97,100,-20
Cc1ccc(NCCNc2ccc(C)cc2)cc1,-0.5,-6,0.3,-6,6,-3,101,101,-1
CCN(CC)C(=O)c1sc2nc(-c3ccccc3)ccc2c1N,-0.1,21,0.5,10,-4,-4,89,88,21
Cc1cc(C(=O)O)ccc1-c1ccc(/C=N/n2cnnc2)o1,nt,38,nt,1,-2,-9,101,98,21
Cc1cccc(N2CCN(c3ccc4cc(S(=O)(=O)N5CCCCC5)ccc4n3)CC2)c1C,-0.4,29,0.6,-5,-2,4,95,99,1
Cc1csc(NC(=O)CN2C(=O)c3ccccc3C2=O)c1C(N)=O,-2.1,37,-0.5,-4,5,0,104,100,nt
N/C(=N\OC(=O)c1ccc2c(c1)OCO2)c1ccc(Br)cc1,-0.7,15,0.7,-4,-8,-5,100,108,5
CCOC(=O)N1CCC(NC(=O)Cn2nc(Cc3ccncc3)c3ccccc3c2=O)CC1,-0.3,-4,1.6,-9,10,nt,103,104,-30
CCOc1nc(NCCc2ccc(OC)c(OC)c2)nc(NC(C)(C)CO)n1,0.9,-1,1.2,-12,0,5,104,105,8
CCC(C)NC(=O)Nc1ccc(Br)cc1 (configuration not stated),1.1,8,2.5,-18,4,0,101,102,4
CCCOc1ccc(-c2nc(-c3ccc(N)cc3)cs2)cc1,0.4,42,-0.1,-4,4,nt,97,102,24
COc1ccc2nc(NNC(=O)c3cc(=O)c4ccccc4o3)sc2c1,0.9,-8,0.7,-16,-1,6,94,103,9
COc1cccc(CNC(=O)CCCNS(=O)(=O)c2cccs2)c1,-0.9,26,-1.1,-1,5,-3,100,99,5
COC(=O)c1c(NC(=S)NN2CCOCC2)sc2c1CCCC2,-2.3,41,-1.0,-18,5,-5,107,104,8
CCOC(=O)N/N=C/c1ccccc1OCc1ccc(Cl)cc1,-2.3,-5,-0.5,2,6,-5,104,114,26
Cc1ccc(SC(C)C(=O)NCc2ccncc2)cc1 (configuration not stated),0.6,48,-0.1,2,-12,-3,63,60,22
O=C(CN1CCCCCC1)Nc1ccccc1OC(F)F,-0.7,8,-0.6,3,0,-5,102,103,18
CC(=O)Nc1ccc(NC(=O)COc2ccc(Cl)cc2Cl)cc1,1.9,32,2.3,-5,13,-7,108,105,12
Cc1ccc(C(=O)N(CC(=O)NC2CCCCC2)c2ccccc2F)s1,-3.0,22,-1.6,7,3,-5,103,105,0
O=C(Nc1ccc(Oc2ccccc2)cc1)c1ccco1,-0.9,-31,-0.2,-4,1,nt,99,99,14
CCCc1nc(SCC(=O)Nc2cc(Cl)ccc2OC)c2c(=O)n(C)c(=O)n(C)c2n1,nt,5,nt,-11,-1,nt,105,101,nt
O=C(O)C1=C[C@@H](c2ccc3c(c2)OCO3)C[C@@H](OCc2ccc(CO)cc2)O1,-1.2,0,0.6,-12,8,-3,110,96,-13
Oc1ccc(N2CCN(Cc3c(-c4ccccc4)nc4ccccn34)CC2)cc1,-0.6,23,-0.1,4,4,-9,101,99,20
O=C(Nc1ccc(OCC(F)(F)C(F)F)cc1)c1ccncc1,11,13,7.3,-9,2,-1,104,103,22

# Single records, as listed above. Order of values: OXTR agonist	PHOSPHO1 inh	V1R ag counter	GPR7 antagonist	MEKK2 mut-MEK5	GalR3 antagonist	MEKK2wt PB1 HTS	MEKK3 PB1 HTS	NALP1 yeast inh
# `COC(=O)c1c(NC(=S)NN2CCOCC2)sc2c1CCCC2` across the screens: -2.3	41	-1.0	-18	5	-5	107	104	8
# `CCCn1c(CCC(=O)O)ccc1-c1ccc(OC)cc1` across the screens: -0.5	-36	-0.9	29	-10	-8	83	82	-20
# `CCCc1nc(SCC(=O)Nc2cc(Cl)ccc2OC)c2c(=O)n(C)c(=O)n(C)c2n1` across the screens: nt	5	nt	-11	-1	nt	105	101	nt
# `O=C(c1ccc(Br)o1)N1CCN(Cc2ccccc2Cl)CC1` across the screens: 0.3	-11	0.2	2	0	-5	100	99	5

# The listing continues:
SMILES,OXTR agonist,PHOSPHO1 inh,V1R ag counter,GPR7 antagonist,MEKK2 mut-MEK5,GalR3 antagonist,MEKK2wt PB1 HTS,MEKK3 PB1 HTS,NALP1 yeast inh
NC(=O)Cn1c(=O)n(CCC(=O)Nc2ccc(F)cc2)c(=O)c2sccc21,1.3,56,0.3,-13,4,-9,103,100,12
CCc1ccc(NCc2nc3ccccc3c(=O)[nH]2)cc1,-0.4,14,-0.6,-7,2,-2,98,111,39
O=C(NC1CCCCC1)C(c1ccc(F)cc1)N(Cc1ccco1)C(=O)c1csnn1 (configuration not stated),0.4,35,1.0,-10,-3,-10,96,95,10
N#CC1=C(Nc2ccccc2)SC=C(c2ccc(Cl)c(Cl)c2)N=C1N1CCOCC1,-1.2,32,-1.3,5,nt,-3,nt,nt,12
COc1ccc(CSc2nc(C)cc(=O)[nH]2)cc1Br,1.4,11,0.4,1,-5,-4,96,94,28
CC(C)(C)c1ccc(C(=O)NCC(=O)OCC(=O)c2ccc3c(c2)-c2ccccc2C3)cc1,-0.2,-2,-0.1,0,-1,-3,97,100,38
O=c1[nH]cnc2nc3n(c12)CCCCC3,0.6,20,1.0,1,12,1,108,107,-2
COc1ccc(NC(=O)C2CCCN2S(=O)(=O)c2ccc3c(c2)CC(C)N3C(C)=O)cc1OC (configuration not stated),-0.5,27,1.0,17,3,0,102,99,8
Cc1cc(OC(C)C(=O)NCC(O)c2ccccc2)c2c(C)c(C)c(=O)oc2c1 (configuration not stated),-0.2,42,1.1,-5,4,2,106,103,13
CC(C(=O)NC1C(=O)N2C(C(=O)O)=C(CSc3nnnn3C)CSC12)n1cc(Cl)cn1 (configuration not stated),1.0,-10,0.7,12,-8,-5,92,98,-2
CC(C)CNC(=S)NNC(=O)c1ccc2c(c1)OCO2,0.9,62*,0.3,-6,nt,0,nt,nt,-9
COc1cccc(NC(=O)CSc2nnc(NC(=O)c3ccco3)s2)c1,0.3,8,0.6,-8,0,1,103,97,3
COc1ccc(-n2c(-c3ccc(Cl)cc3Cl)n[nH]c2=S)c(OC)c1,nt,14,nt,-8,7,-11,104,106,-6
O=C(Cn1[nH]c(=O)c2ccccc2c1=O)OCC(=O)N1CCc2ccccc2C1,0.3,5,1.0,3,9,-3,108,113,-21
CCn1c(SCC(=O)NNC(=O)c2ccc(OC)cc2)nnc1-c1cccnc1,0.0,-5,1.6,-12,2,-1,111,116,-5
O=C(Cn1c(-c2ccccc2)noc1=O)Nc1ccc(N2CCCCCC2)cc1,0.2,18,0.3,-22,-1,-8,112,91,36*
COc1ccccc1Nc1ncnc2c1c(C)c(C)n2CCO,nt,18,nt,-6,1,-5,97,96,19
O=C(NC1CCCCC1)C1CCN(C(=O)NCc2ccccc2)CC1,0.8,9,-0.1,-7,-7,-5,90,92,20
CCN(CCn1cccn1)Cc1nc(Cc2cccc(F)c2)no1,0.4,15,0.2,-15,-3,5,96,100,5
O=C(CNS(=O)(=O)c1ccc(Br)s1)NCc1ccccc1,-0.3,20,0.6,-2,2,-10,105,102,10
CCCC(C)C(=O)NCc1ccncc1 (configuration not stated),0.7,-5,0.5,-18,-10,-1,89,102,-15
CSc1ncccc1C(=O)OCc1ccccc1,-2.0,-3,-1.1,-15,6,0,102,106,14
O=C(N/N=C/c1ccccn1)c1ccc(Cl)cc1,0.1,16,0.7,-17,3,-1,103,102,1
O=C(CNc1cc(S(=O)(=O)N2CCCC2)ccc1OCC(F)(F)F)Nc1cccc(C(F)(F)F)c1,-1.2,-1,-0.3,1,-2,-7,103,96,nt
CCNc1nc(NCC)nc(C(=O)NN)n1,-0.4,20,0.0,-14,0,0,97,95,19
CCNC(=O)COC(=O)c1ccc(-c2nc3ccccc3s2)s1,3.4,-2,3.3,-1,-2,-8,98,102,-14
COCCn1c(SCC(=O)NC(=O)NC(C)(C)C)nc2ccccc21,0.5,11,-0.5,-12,8,-4,109,100,48
Cn1c(/C=C/c2ccc([N+](=O)[O-])o2)nc2ccccc2c1=O,0.8,38,1.1,10,6,nt,104,103,-55
Clc1ccccc1OCCCCN1CCCC1,0.3,45,1.1,-7,5,-9,107,104,-1
O=C(Cn1ccc(=O)[nH]c1=O)NCCO,0.6,-7,0.2,-8,0,-4,115,114,14
CC(C)[C@H](NC(=O)[C@@H]1Cc2c([nH]c3ccccc23)C2c3ccccc3C(=O)N21)C(=O)NCC1CCCO1 (some centres not stated),-0.3,24,1.2,5,-4,-7,92,91,11
COc1ccc(OC)c(C(c2nnnn2CCc2ccccc2)N2CCC(C(N)=O)CC2)c1 (configuration not stated),0.0,-6,-0.2,-11,14,-3,110,106,-1
Cc1ccc(-c2nnc(-c3ccccc3Br)o2)cc1,-1.5,19,-0.1,-1,6,-6,111,110,10
